From PubChem
RMI FANCM FP: inhibitors of human RMI core complex binding to FANCM MM2 | Fluorescence polarization, RMI core complex with F-MM2 peptide; stronger effect = lower value | FP signal (polarization) at 33 µM | 70,000 tested, 0.58% active; in the data active = FP signal below about 40; note: inactives centre near 61; strong numbers were not always called active; unit not given here
* hit, by the source's call; & = joins results of further samples.

RMI FANCM FP,SMILES
55,Cc1cccc(NC(=S)NNc2nc(N3CCOCC3)nc(N3CCOCC3)n2)c1C
65,O=C(Nc1ccc(SCc2ccncc2)nn1)c1ccccc1F
55,CCOc1cc(N2CCOCC2)c(OCC)cc1NC(=O)c1cccs1
81,COc1ccc(Nc2cc(C)nc3cc(C(F)(F)F)ccc23)cc1OC
67,O=C(Sc1ccc(C(F)(F)F)cn1)c1csc(C2COc3ccccc3O2)n1 (centres undefined)
44,CC1C(c2ccccc2)OC(=NS(=O)(=O)c2ccc(Cl)cc2)N1C (centres undefined)
63,CCOC(=O)c1ccc(Nc2nc(-c3cc(Cl)cc(Cl)c3OC)cs2)cc1
106,CC(=O)Nc1ccc2nc(Nc3nc4c(F)cc(F)cc4s3)sc2c1
57,CCOC(=O)c1c(NC(=O)CSc2nnc(C)c(=O)[nH]2)sc(C(C)=O)c1C
63,COc1ccc(C(=O)NNC(=O)c2ccc(=O)n(Cc3ccccc3)c2)c(OC)c1
69,COc1cccc(-c2nc(COC(=O)c3nnn(-c4ccc(C)c(C)c4)c3C)c(C)o2)c1OC
64,O=c1[nH]c2c(cnn2-c2ccccc2)c(=O)n1-c1ccc(Cl)cc1
75,CC(Oc1ccccc1)C(=O)Nc1nc(C2CCCCC2)cs1 (centres undefined)
80,COc1ccc2nc(N(CCN(C)C)C(=O)CCOc3ccccc3)sc2c1
71,Cc1cc(C)n(CC(=O)NC2CCCCC2)c(=O)c1-c1nc(-c2ccccc2)no1
58,O=C(Nc1nnc(SCc2cccc3ccccc23)s1)c1cccs1
68,COCCn1c(=NC(=O)c2ccccc2NS(=O)(=O)c2ccc(C)cc2)sc2cc([N+](=O)[O-])ccc21
63,NC(=Nc1ncn[nH]1)N/N=C\c1c(Cl)cccc1Cl
73,O=C1NC(=O)c2cc(NC(=O)C3CCCN(S(=O)(=O)c4ccc(Cl)cc4)C3)ccc21 (centres undefined)
74,O=S(=O)(Cc1ccc(Cl)cc1)c1ccc(NCc2ccc3c(c2)OCO3)nn1
57,Cc1ccc(-c2csc3nc(C)n(-n4c(C)ccc4C)c(=O)c23)o1
63,CCCn1c(=O)c(C(N)=O)cn(C2CC2)c1=O
55,N#CCCN(Cc1cccnc1)C(=S)NC1CC2C=CC1C2 (centres undefined)
60,O=C(Cc1nc(-c2ccncc2)n[nH]1)NC1CCCC1
67,CC(C)N(C(=O)CSc1ccc(NC(=O)c2cccc(F)c2)nn1)C(C)C

Quoted from the listing:
`COc1ccc(C(=O)NNC(=O)c2ccc(=O)n(Cc3ccccc3)c2)c(OC)c1` in RMI FANCM FP reads 63
`Cc1cc(C)n(CC(=O)NC2CCCCC2)c(=O)c1-c1nc(-c2ccccc2)no1` in RMI FANCM FP reads 71
`Cc1ccc(-c2csc3nc(C)n(-n4c(C)ccc4C)c(=O)c23)o1` in RMI FANCM FP reads 57
`CC(Oc1ccccc1)C(=O)Nc1nc(C2CCCCC2)cs1` (centres undefined) in RMI FANCM FP reads 75
`CCCn1c(=O)c(C(N)=O)cn(C2CC2)c1=O` in RMI FANCM FP reads 63
`CCOc1cc(N2CCOCC2)c(OCC)cc1NC(=O)c1cccs1` in RMI FANCM FP reads 55

Three of these compounds, reformatted:
smiles,RMI FANCM FP
Cc1cc(C)n(CC(=O)NC2CCCCC2)c(=O)c1-c1nc(-c2ccccc2)no1,71
O=C(Nc1nnc(SCc2cccc3ccccc23)s1)c1cccs1,58
COCCn1c(=NC(=O)c2ccccc2NS(=O)(=O)c2ccc(C)cc2)sc2cc([N+](=O)[O-])ccc21,68

Additional structures follow:
RMI FANCM FP,SMILES
66,CC(=O)Nc1ccc(S(=O)(=O)Nc2ccc3c(c2)N(C(=O)c2ccco2)CC3)cc1
63,O=C(NCc1ccccc1)C1CCN(c2ncnc3c2sc2ncccc23)CC1
63,Cc1noc(C)c1S(=O)(=O)NCc1ccc2c(c1)CCO2
62,COc1ccc(C)cc1Nc1nc(C(=O)Nc2nnc(C)s2)cs1
65,CC1(C)Cc2cccc(OCC(=O)NCCn3ncc4c(N5CCCCCC5)ncnc43)c2O1
72,COc1ccc2nc(-c3ccc(OC)c(NC(=O)C4CC4)c3)cn2n1
63,Cn1c(=O)c2[nH]c(NCc3ccco3)nc2n(C)c1=O
57,CC1CC(=O)N(CC(=O)NCc2ccc3c(c2)OCO3)c2ccccc2S1 (centres undefined)
58,Nc1cc(Cl)c([N+](=O)[O-])cc1OCc1ccccc1
66,COc1cccc(C(=O)Nc2cc(C)nn2-c2nc3c(cnn3-c3cccc(C)c3C)c(=O)[nH]2)c1OC
64,COc1cscc1C(=O)O
44,O/N=C\c1ccc(OC(F)(F)F)cc1
65,O=C(NCCn1ncc2c(N3CCN(c4ccccc4)CC3)ncnc21)C1CC1
67,O=c1ccc(-c2ccc(F)cc2)nn1CCNS(=O)(=O)c1cc([N+](=O)[O-])ccc1Cl
51,C/C(=C/c1ccc([N+](=O)[O-])o1)C(=O)O
58&128,O=C(CCc1nc2sc3c(c2c(=O)[nH]1)CCC(c1ccccc1)C3)NCCc1ccc(Cl)cc1 (centres undefined)
52,CNC(=S)N(Cc1cccs1)Cc1cccc(Cl)c1Cl
66,CCS(=O)(=O)c1ccc(-c2ccc(NC(=O)c3ccccc3I)cc2)nn1
54,CSCCC(NC=O)C(=O)NC(CC(C)C)C(=O)NC(Cc1ccccc1)C(=O)O (centres undefined)
65,COCCNC(=O)Cc1cc(=O)oc2cc(C)ccc12
56,CC(C)(C)c1ccc(NC(=O)NCc2c(Cl)cccc2Sc2ccc(Cl)cc2)cc1
57&52&56,CCC(C)(C)C(=O)O[C@H]1C[C@@H](C)C=C2C=C[C@H](C)[C@H](CC[C@@H]3C[C@@H](O)CC(=O)O3)[C@H]21
64,Oc1c(C(c2ccccn2)N2CCCC2)ccc2cccnc12 (centres undefined)
76,O=C(NCCCCN1CCOC(c2ccccc2)C1)C(=O)NC1CC1 (centres undefined)
58,Cn1cccc1C(CNC(=O)c1ccco1)N1CCc2ccccc2C1 (centres undefined)
54,Cc1ccc(C(=O)Nc2nc3c(s2)CCC3C(=O)NCc2ccccn2)cc1 (centres undefined)
68,Cc1c(C(=O)NN)sc2nc3n(c(=N)c12)CCC3
65,COc1ccc2oc(-c3csc(NC(=O)c4ccccc4OC)n3)cc2c1
68,COc1ccc(N2C(=O)CC(NNC(=O)c3ccccc3)C2=O)cc1 (centres undefined)
68,COc1ccc(C(=O)Nc2c(N)nc(SCc3cccc([N+](=O)[O-])c3)[nH]c2=O)cc1
75,COC(=O)c1ccccc1C(=O)N1CCN(c2nc3ccc(SC)cc3s2)CC1
57,O=C(Nc1ccc2c(c1)N(S(=O)(=O)c1ccc(F)cc1)CCC2)Oc1ccccc1
71,CCOC(=O)N1CCc2c(sc(N)c2C#N)C1
64,CN(NS(=O)(=O)c1ccc(C(F)(F)F)cc1)c1cnn(C)c(=O)c1Cl
65,O=C(Cc1csc(Nc2cccc(C(F)(F)F)c2)n1)N1CCN(c2ncccn2)CC1
68,CC(C)c1ccc(NC(=O)CCCn2nc(-c3ccc(Cl)cc3)ccc2=O)cc1
60,CC[N+](CC)(CC(=O)Nc1c(C)cccc1C)Cc1ccccc1
72,Cc1ccc(C(=O)Sc2nc(-c3ccccc3)[nH]c2S(=O)(=O)c2ccc(C)cc2)cc1
64,COc1ccccc1CCNC(=O)C(=O)Nc1cc(N2CCCS2(=O)=O)ccc1OC
53&59,CC1=CC(=O)C2=C(C)CC[C@@H]3[C@H](OC(=O)[C@H]3C)[C@@H]12
68,N#Cc1c(N)sc2c1CCC(c1ccccc1)C2 (centres undefined)
63,O=c1cc(CO)oc(CN2CCCCC2)c1O
79,CCN(CC)CCN(C(=O)c1ccc2ncsc2c1)c1nc2cc(C)cc(C)c2s1
64,CC(C)(C)C(=O)Nc1ccc2c(c1)CN(C(=O)c1ccccc1)CC2
161,COc1cccc2cc(-c3cc(=O)oc4cc(-c5ccccc5)c(OCC(N)=O)cc34)oc12
66,CC(C)(C)c1ccc(C(=O)N2CCN(c3ccc(-c4cccnc4)nn3)CC2)cc1
55,CCOC(=O)C1CCN(C(c2cccnc2)c2c(O)cc(C)n(Cc3ccco3)c2=O)CC1 (centres undefined)
73,O=C(NCC(=O)N1CCOC(c2ccccc2)C1)c1c(F)cccc1Cl (centres undefined)
53,CN1c2ccsc2C(O)=C(C(=O)Nc2cccc(Cl)c2)S1(=O)=O
59,O=C(O)CN1C(=O)/C(=C/c2ccccc2OC(F)F)SC1=S

(further entries)
RMI FANCM FP,SMILES
85,Cc1cc(CSC(=N)N)c(CSC(=N)N)cc1C
65,CSc1ccc(C(=O)Nc2c3c(nn2-c2ccccc2)CCC3)cc1
92,N#Cc1c(C(F)(F)F)cc(-c2cccs2)nc1OCC(=O)c1ccccc1
51,COCCn1cc(NC(=O)Nc2ccc(C)c(F)c2)c2ccccc21
50,O=c1[nH]cc(NCc2ccco2)c(=O)[nH]1
54,CS(=O)(=O)c1ccccc1NC(=O)C1CCCCN1S(=O)(=O)c1cccs1 (centres undefined)
65,Cn1cccc1C(CNC(=O)C(=O)Nc1ccon1)N1CCCC1 (centres undefined)
59,CC(C)c1ccc(OCC(=O)NCCCS(=O)(=O)N2CCN(c3ccccn3)CC2)cc1
61,COc1ccc(C(=O)CC(SCCO)c2ccc(Cl)cc2)cc1 (centres undefined)
55,Cc1ccc(SCCC(=O)Nc2cc(C)cc(C)c2)cc1
72,c1cncc(-c2nc3ccccc3[nH]2)c1
62,CSc1nnc(C)c2cnn(-c3ccc(F)cc3)c12
67,Cc1cc(NC(=O)CSc2ccc(NC(=O)C(C)C)nn2)on1
52,CN1CCN(C(CC(=O)Nc2ccccc2Br)C(=O)O)CC1 (centres undefined)
62,COc1cc(C(=O)NC(C)COc2ccc(C(C)C)cc2)cc(OC)c1OC (centres undefined)
65,O=C(Cc1cn(Cc2ccc(F)cc2)c2ccccc12)N1CCN(C(=O)c2ccco2)CC1
48,N#Cc1c(N2CCOCC2)cccc1-n1ccnc1
62,COc1ccc(S(=O)(=O)NCCOc2cccc(C(F)(F)F)c2)cc1F
92,COc1ccc2nc(-c3ccc(C)c(NC(=O)CC4CCCC4)c3)cn2n1
67,COc1cc(NC(=O)NCCNC(=O)c2ccc(NC(=O)C(C)(C)C)cc2)cc(OC)c1
61,Cc1cc(NC(=O)COc2ccccc2)ccc1N1CCCC1=O
149,O=S(=O)(c1cccc(Cl)c1)N1CN(Cc2ccco2)c2nc3ccccc3nc21
68,CCOc1ccc(NC(=O)C(=O)NCC(c2ccc3c(c2)CCN3C)N(C)C)cc1 (centres undefined)
55,O=C(Nc1cc(-c2ccc(Cl)cc2)[nH]n1)c1ccc2nsnc2c1
56,CC[N+]1(C)[C@@H]2CC[C@H]1CC(OC(=O)[C@H]1CCC(C(=O)OC3C[C@H]4CC[C@@H](C3)[N+]4(C)CC)(c3ccccc3)c3ccccc31)C2 (some centres undefined)

Retrieved one by one from the entries so far:
RMI FANCM FP,SMILES
149,O=S(=O)(c1cccc(Cl)c1)N1CN(Cc2ccco2)c2nc3ccccc3nc21
67,Cc1cc(NC(=O)CSc2ccc(NC(=O)C(C)C)nn2)on1

The main list resumes with the four entries that preceded the break.
RMI FANCM FP,SMILES
149,O=S(=O)(c1cccc(Cl)c1)N1CN(Cc2ccco2)c2nc3ccccc3nc21
68,CCOc1ccc(NC(=O)C(=O)NCC(c2ccc3c(c2)CCN3C)N(C)C)cc1 (centres undefined)
55,O=C(Nc1cc(-c2ccc(Cl)cc2)[nH]n1)c1ccc2nsnc2c1
56,CC[N+]1(C)[C@@H]2CC[C@H]1CC(OC(=O)[C@H]1CCC(C(=O)OC3C[C@H]4CC[C@@H](C3)[N+]4(C)CC)(c3ccccc3)c3ccccc31)C2 (some centres undefined)
65,COc1ccc(CC(=O)Nc2nnc(-c3cc(OC)cc(OC)c3)o2)cc1
69,Cc1ccc(C)c(S(=O)(=O)N2CCCC2C(=O)O)c1 (centres undefined)
65,CCN(CC)C(=O)c1ccc(-c2cccs2)s1
54,CS(=O)(=O)Nc1ccccc1-c1nnc(Cc2cc(F)cc(F)c2)o1
59,CC(C)(C)n1ncc2c(=O)n(CC(=O)N3CCCc4ccccc43)cnc21
63,CCn1ccc(C(=O)Nc2nnc(-c3ccno3)o2)n1
65,O=C(Nc1ccc2c(c1)C(=O)NCCO2)c1ccc(Br)o1
88,CCn1c(-c2ccc([N+](=O)[O-])cc2)csc1=Nc1cc(C)ccn1
67,O=C(COc1ccc(Cl)cc1)Nc1ccc2c(c1)CN(C(=O)c1cccs1)CC2
63,CCOc1ccccc1Nc1nc2ccccc2n1C(C)C
61,COc1ccccc1N(CN1CCCC1=O)C(=O)c1cccc(OC)c1OC
55,CC(C)C1=CC2=CCC3[C@](C)(CCC[C@]3(C)C(=O)O)C2CC1 (some centres undefined)
53,COc1cccc(OC)c1CO
73,COc1ccc(Cl)cc1N1CC(c2nc(-c3ccc4c(c3)OCO4)no2)CC1=O (centres undefined)
62,CCCc1cc(=O)[nH]c(-n2nc(C)cc2NC(=O)C(=O)N2CCCC(C)C2)n1 (centres undefined)
110,COc1ccc2nc(-c3ccc(C)c(NC(=O)c4cccc(Cl)c4)c3)cn2n1
62,Cc1nnc(C2CCCN(C(=O)NC3CCCCC3)C2)s1 (centres undefined)
59,Cc1ccc(N2N=NC3C(=O)N(c4cccc(Cl)c4)C(=O)C32)cc1C (centres undefined)
58,O=C(c1ccco1)N1CCN(c2csc3ccccc3c2=O)CC1
52,Cc1cnc2n(c1=O)C(CC(=O)Nc1ccc(F)c(Cl)c1)CS2 (centres undefined)
54&59,NC1CCN(c2cccc(Cl)n2)CC1
59,Cc1[nH]nc2c1C(c1ccc(N(C)C)cc1)C1=C(CC(C)(C)CC1=O)N2 (centres undefined)
62,COC(=O)C1C(=O)NC(SCc2cccc3ccccc23)=C(C#N)C1c1ccccc1C (centres undefined)
63,Cc1nn(C)cc1/C=N\N=C1\CCC2C3CCc4cc(O)ccc4C3CCC12C (centres undefined)
65,O=C1CC(c2nc(-c3cccs3)no2)CN1CC1CCCCC1 (centres undefined)
79,O=C(COc1ccc(Cl)cc1Cl)NCCCS(=O)(=O)N1CCN(c2ccccn2)CC1
58,O=C(O)CSc1nncc(-c2ccccc2)n1

This is a subset; count on the stated rates, not on these rows.
